High-throughput results from PubChem BioAssay.
Pf gamet viab – inhibitors of late stage P. falciparum gametocyte viability; P. falciparum stage V gametocytes, ATP luminescence, 24 h; inhibition, % at 10.9 µM; 0.065% of 150,000 active; AID 743093;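 active means inhibition above the mean plus 3 SD of compounds within the control limits, set per campaign, cut at about 38% in these data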;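 further: 0% = DMSO wells and 100% = medium only without gametocytes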
* = called active by the depositor. The list is partial (hit frequency here may not be typical).

`O=C(Nc1cccc(Cl)c1)c1ccccc1NC(=O)C1CCCCC1C(=O)O` (stereo not drawn) gave Pf gamet viab -11.0.
Screening CN(C)C1=NCCN1CCCC1CCCC1 returned Pf gamet viab 4.0.
`COc1ccc(CCN2CCCC(CN(C)Cc3cc(OC)ccc3OC)C2)cc1` (stereo not drawn) gave Pf gamet viab 12.8.
Screening O=C(Cn1cc([N+](=O)[O-])cn1)N1CCN(c2ccccc2)CC1 returned Pf gamet viab 2.0.
Screening O=C(CCl)Nc1sccc1C(=O)c1ccccc1 returned Pf gamet viab 3.7.
Screening NC(=O)CC(NC(=O)c1ccccc1)c1ccc(N2CCC(N3CCCC3)CC2)c([N+](=O)[O-])c1 (stereo not drawn) returned Pf gamet viab -10.8.
`Cc1cc(CC(=O)O)c2oc(-c3ccoc3)cc(=O)c2c1` gave Pf gamet viab -4.3.
`COc1ccc(S(=O)(=O)N2CCNCC2)cc1` gave Pf gamet viab -9.6.
For CC(=O)NS(=O)(=O)c1ccc(NC(=O)c2cccc3ccccc23)cc1 the results were Pf gamet viab 21.1.
`O=C1C(=O)N(CCCN2CCOCC2)C(c2ccc(Cl)cc2)/C1=C(/O)c1ccc(F)cc1` (stereo not drawn) gave Pf gamet viab 2.2.
`Brc1cccc(CNCc2ccncc2)c1` gave Pf gamet viab -3.4.
COc1ccc(C(=O)NCCCN2CCOCC2)cc1Br was read as Pf gamet viab -12.4.
For CC(=O)NCCC(=O)N1CCCC(N2CCN(c3cccc(Cl)c3)CC2)C1 (stereo not drawn) the results were Pf gamet viab 11.2.
COc1ccc(Cl)cc1NC(=O)c1cnccn1 was read as Pf gamet viab 2.9.
Cc1ccc(NC(=O)c2ccccc2)cc1C was read as Pf gamet viab 7.5.
Screening COc1ccc(/C=C/C(=O)OC(C)CN2CCCCC2)cc1 (stereo not drawn) returned Pf gamet viab 0.9.
Screening C[C@@H]1COC(=O)[C@@H](Cc2ccc(F)cc2)C/C=C\C[C@@H](CC(=O)N(CCO)Cc2ccccc2)C(=O)N1 returned Pf gamet viab -6.3.
Screening O=C(Cn1cnc([N+](=O)[O-])c1)NCCc1ccccc1 returned Pf gamet viab -1.4.
Screening CCSc1cnn(-c2ccccc2)c(=O)c1Cl returned Pf gamet viab -3.0.
`COC(C[C@@H]1O[C@H]1C(=O)[C@@H](C)OCc1ccccc1)OC` gave Pf gamet viab 7.4.

Molecules above that have a COOH group (two):
`O=C(Nc1cccc(Cl)c1)c1ccccc1NC(=O)C1CCCCC1C(=O)O` (stereo not drawn) gave Pf gamet viab -11.0.
`Cc1cc(CC(=O)O)c2oc(-c3ccoc3)cc(=O)c2c1` gave Pf gamet viab -4.3.

More results follow:
Screening CCOc1cccc(C(=O)Nc2ccc(N3CCCC3)cc2)c1 returned Pf gamet viab 13.7.
Screening COc1ccc(S(=O)(=O)Nc2cccc(S(=O)(=O)N(C)C)c2)cc1[N+](=O)[O-] returned Pf gamet viab 20.8.
For COc1ccc([C@@H]2C[C@@H](c3ccccc3)Oc3c(C)ccc(C(C)C)c32)cc1 the results were Pf gamet viab -12.6.
`O=C(Cc1ccc(F)cc1)N1CCN(c2ccc(F)cc2)CC1` gave Pf gamet viab 4.1.
COc1ccc(NS(=O)(=O)c2ccc(NC(=O)C(CCSC)NC(N)=O)cc2)cc1 (stereo not drawn) was read as Pf gamet viab 15.0.
Screening CCc1ccccc1N(CC(=O)N1CCc2ccccc2C1)S(C)(=O)=O returned Pf gamet viab 18.1.
For CNC[C@H](CC1CCCCC1)NC[C@H](Cc1ccccc1)NCCC12CC3CC(CC(C3)C1)C2 the results were Pf gamet viab -4.2.
`[2H]C([2H])(CCOS(N)(=O)=O)c1ccccc1` gave Pf gamet viab -58.9.
For C=CCN=C1N[C@@H](c2cccc(C(F)(F)F)c2)C(C(=O)OC)=C(C)N1CC the results were Pf gamet viab 9.6.
For COc1ccc(CCNc2ncnc3c2nnn3Cc2ccccc2)cc1 the results were Pf gamet viab -18.2.
For CCOc1ccc(C(=O)NC2CC3CCCC(C2)N3Cc2ccccc2)cc1 (stereo not drawn) the results were Pf gamet viab -9.3.
`COc1cc(Cl)c(C)cc1NC(=O)c1ccc2c(c1)OCO2` gave Pf gamet viab 1.0.
`CCn1c(/N=C/c2ccc(OC)cc2O)nc2ccccc21` gave Pf gamet viab 11.6.
For Cc1ccc(-n2c(-c3ccc(Cl)cc3Cl)n[nH]c2=S)cc1 the results were Pf gamet viab -15.5.
For C=CCOC(=O)C1=C(C)NC(=O)NC1c1ccc(O)cc1 (stereo not drawn) the results were Pf gamet viab 9.5.
Screening COc1ccc(C(=O)Nc2ccc3[nH]ncc3c2)cc1 returned Pf gamet viab 0.7.
CC(=O)NC(C)(CC(=O)c1ccccc1)c1ccccc1 (stereo not drawn) was read as Pf gamet viab 4.8.
Screening C[C@@]12C(=O)N(c3cccc(Br)c3)C(=O)N1[C@H](c1ccc(Cl)cc1)[C@@H]1C(=O)N(C3CCCCC3)C(=O)[C@@H]12 returned Pf gamet viab -16.4.
For COc1cc(NC(=O)c2ccccc2F)ccc1NC(=O)c1cc2ccccc2o1 the results were Pf gamet viab -24.9.
For O=c1cc(-c2ccccc2)nc2cc(-c3ccc(F)cc3)[nH]n12 the results were Pf gamet viab 10.3.
`CCOc1ccc2nc(N/C(N)=N/S(C)(=O)=O)nc(C)c2c1` gave Pf gamet viab 5.0.
For O=[N+]([O-])c1ccc(NCCOc2ccccc2Cl)nc1 the results were Pf gamet viab -4.5.
For COc1ccc([C@H]2CC(=O)C=C(c3ccc(-c4ccccc4)c(F)c3)C2)cc1OC the results were Pf gamet viab 2.5.
For CCOc1ccc(C(=O)Nc2ccc(S(=O)(=O)N3CCN(C)CC3)cc2)cc1 the results were Pf gamet viab 16.3.
`Cc1ccccc1CC(=O)Nc1ccon1` gave Pf gamet viab -1.9.
Screening COCCN(CC1CCCN(C2Cc3ccccc3C2)C1)C(=O)CSC (stereo not drawn) returned Pf gamet viab 4.5.
CC1(C)CC(NS(=O)(=O)c2ccc(Cl)cc2)CC(C)(C)N1 was read as Pf gamet viab -6.7.
For CCOC(=O)c1sc(NC(=O)CN2CCN(c3ccccc3)CC2)nc1C the results were Pf gamet viab 9.3.
Screening Cc1cc(C)c(S(=O)(=O)Nc2nccs2)c(C)c1 returned Pf gamet viab 1.1.
For COC(=O)[C@H]1CN(C(=O)c2ccccc2)C(=O)N1 the results were Pf gamet viab -16.1.
Screening COc1cc([C@@H]2OC[C@@H]3[C@H]2CO[C@@H]3c2ccc3c(c2)OCO3)ccc1O returned Pf gamet viab 11.8.
COc1ccc(CNc2nc3ccccc3s2)cc1OC was read as Pf gamet viab -7.4.
For COc1ccc(-c2oc3ccc(-c4cc(OC)c(OC)c(OC)c4)cc3c2-c2ccc(OC)nc2)cc1 the results were Pf gamet viab -4.8.
CN(C)CC/C=C1/c2ccccc2CS(=O)(=O)c2ccccc21 was read as Pf gamet viab 0.1.
CCOC(=O)c1ccc(-c2ccc3oc(-c4ccsc4)cc(=O)c3c2)cc1F was read as Pf gamet viab 8.6.
CCOC(=O)C1=C(C)N(CCCCCC(=O)O)C(=O)NC1c1ccc(Cl)cc1 (stereo not drawn) was read as Pf gamet viab -28.0.
CC(C)(C)OC(=O)C[C@H]1C/C=C\C[C@@H](CC(=O)N(CCO)Cc2ccccc2)C(=O)N[C@@H](Cc2ccccc2)COC1=O was read as Pf gamet viab 6.6.
Screening O=C(Nc1ccccc1)OCCOc1ccccc1Br returned Pf gamet viab -15.6.
`COc1ccc2cc(C(c3nnnn3Cc3ccccc3)N3CCCCCC3)c(=O)[nH]c2c1` (stereo not drawn) gave Pf gamet viab -13.8.
`COc1ccc(N(CC(=O)NC(C)(C)C)C(=O)CCC(=O)Nc2nccs2)c(OC)c1` gave Pf gamet viab 5.0.
Screening O=C(O)c1ccc2c(c1)C(=O)N(CCCCCCCN1C(=O)c3ccc(C(=O)O)cc3C1=O)C2=O returned Pf gamet viab -6.2.
Screening Cc1ccccc1-n1c(-c2ccc(Br)o2)n[nH]c1=S returned Pf gamet viab -5.6.
Screening Oc1ccccc1Cc1c(O)ccc2ccccc12 returned Pf gamet viab 7.3.
CCOc1ccc(NC(=O)CCN2CCN(C)CC2)cc1 was read as Pf gamet viab 8.1.
Screening Cc1cccc(CN2CCN(C(=O)c3cccc4ccccc34)CC2)c1 returned Pf gamet viab 14.8.
O=C(Nc1ccccc1-c1ccccc1)c1ccccc1Br was read as Pf gamet viab -1.4.
`CCN1C(=O)/C(=C2\C=Cc3ccccc3N2CC)OC1=S` gave Pf gamet viab -6.7.
Cc1ccc(-c2cc(NC(=O)c3ccccc3[N+](=O)[O-])n[nH]2)cc1 was read as Pf gamet viab 4.8.
Screening COc1cc(C(=S)N2CCOCC2)cc(Br)c1OS(=O)(=O)c1ccccc1 returned Pf gamet viab -16.3.
`CCC(CO)Oc1cc(NCc2ccc(C(F)(F)F)cc2)c2ncn(C(C)C)c2c1` (stereo not drawn) gave Pf gamet viab -5.0.
O=Cc1ccccc1-c1cn(CCCOCc2ccccc2)nn1 was read as Pf gamet viab -10.5.
Screening COc1cc(OC)cc(C(=O)NCCCCc2ccccc2)c1 returned Pf gamet viab -13.5.
O=C(Nc1sc2c(c1C(=O)O)CCCC2)c1ccc(Cl)cc1 was read as Pf gamet viab -14.9.
COc1cccc(-c2cc3onc(-c4ccccc4)c3c(=O)n2C)c1 was read as Pf gamet viab 0.2.
CCn1cc(C(=O)Nc2ccccc2C(=O)OC)cn1 was read as Pf gamet viab -2.5.
`COc1ccccc1NC(=S)NC(=O)Cc1ccc(Cl)cc1` gave Pf gamet viab -16.7.
For Cc1cc(C(=O)CSc2nc3ccc(Cl)cc3[nH]2)c(C)n1Cc1ccco1 the results were Pf gamet viab -1.4.
`CCOC(=O)Cc1csc(NS(=O)(=O)c2cccc([N+](=O)[O-])c2)n1` gave Pf gamet viab 14.3.
Screening Cc1cc(Cn2nc(-c3ccccc3)cc2C(=O)NCc2cccc(Br)c2)on1 returned Pf gamet viab -0.2.
CCC(C)NC(=S)N(Cc1cc2cc(C)ccc2n2nnnc12)CC(C)(C)NC(C)C (stereo not drawn) was read as Pf gamet viab 5.6.
CCOc1ccccc1NC(=O)CCNS(=O)(=O)c1ccccc1 was read as Pf gamet viab -21.4.
For CCN(Cc1ccccc1)C(=O)c1cccnc1 the results were Pf gamet viab 7.1.
For C/C(CC(=O)Nc1ccc(N(C)C)cc1)=N\NC(=O)c1ccccc1O the results were Pf gamet viab -12.6.
Screening Cc1ccc(NC(=O)CN2C(=O)S/C(=C\c3ccc(OCC(=O)O)c(Br)c3)C2=O)cc1 returned Pf gamet viab 9.2.
For O=C(Nc1cccnc1N1CCOCC1)c1cc2ccccc2oc1=O the results were Pf gamet viab -5.5.
CCOc1ccccc1C(=O)NC1CC2CCCC(C1)N2Cc1ccc(C)cc1 (stereo not drawn) was read as Pf gamet viab -10.7.
Cc1cccc(OCCCCCN2CCOCC2)c1C was read as Pf gamet viab 1.9.
Screening Cc1cc(NC(=O)CCN2CC(C)OC(C)C2)ccc1Br (stereo not drawn) returned Pf gamet viab 4.7.
`O=C(Cc1ccccc1)Nc1ccc(C(=O)NCc2ccccc2)cc1` gave Pf gamet viab 2.4.
`COc1ccc(C2NC(=O)NC(C)=C2C(=O)OCc2ccccc2)cc1` (stereo not drawn) gave Pf gamet viab 13.5.

Some of these compounds in order of molecular weight, smallest number first:
Cc1cccc(OCCCCCN2CCOCC2)c1C was read as Pf gamet viab 1.9.
`O=C(Cc1ccccc1)Nc1ccc(C(=O)NCc2ccccc2)cc1` gave Pf gamet viab 2.4.
CCOc1ccccc1NC(=O)CCNS(=O)(=O)c1ccccc1 was read as Pf gamet viab -21.4.
For O=C(Nc1cccnc1N1CCOCC1)c1cc2ccccc2oc1=O the results were Pf gamet viab -5.5.
Screening Cc1cc(NC(=O)CCN2CC(C)OC(C)C2)ccc1Br (stereo not drawn) returned Pf gamet viab 4.7.
CCOc1ccccc1C(=O)NC1CC2CCCC(C1)N2Cc1ccc(C)cc1 (stereo not drawn) was read as Pf gamet viab -10.7.
Screening Cc1ccc(NC(=O)CN2C(=O)S/C(=C\c3ccc(OCC(=O)O)c(Br)c3)C2=O)cc1 returned Pf gamet viab 9.2.

Later entries.
N#Cc1c(N)nc2c(c1-c1ccncc1)CCCCCC2 was read as Pf gamet viab 24.5.
`Cc1cc(OC(=O)c2cccc([N+](=O)[O-])c2)c(C)cc1CN1CCOCC1` gave Pf gamet viab -13.4.
For CSCCC(=O)N1CCCC(CO)(CCCc2ccccc2)C1 (stereo not drawn) the results were Pf gamet viab 25.9.
`CCOc1ccc(NC(=O)CN(c2ccc(OC)c(OC)c2)S(=O)(=O)c2ccc(C)cc2)cc1` gave Pf gamet viab 12.4.
Screening COc1ccc(OC)c(C(=O)NC(CC(N)=O)c2ccc(N3CCN(c4ccc(F)cc4)CC3)c([N+](=O)[O-])c2)c1 (stereo not drawn) returned Pf gamet viab -44.0.
For CCc1n[nH]c(=S)n1/N=C/c1ccc(-c2ccc(Br)cc2)o1 the results were Pf gamet viab -25.5.
`CCCCCN1C(=O)/C(=C/c2c(N3CCc4ccccc4C3)nc3ccccn3c2=O)SC1=S` gave Pf gamet viab 23.3.
`C=CC[C@H](CC(=O)N(CCO)Cc1ccccc1)C(=O)N[C@@H](C)COC(=O)[C@H](CC=C)CC(=O)OC(C)(C)C` gave Pf gamet viab 5.5.
`COc1ccc(N2C(=O)c3cccc4cccc(c34)C2=O)cc1` gave Pf gamet viab -1.0.
Screening C/C(=N\Nc1nccnc1Cl)c1ccc(O)cc1 returned Pf gamet viab -17.5.
C[C@]12C(=O)N(c3ccc(C(F)(F)F)cc3)C(=O)N1[C@H]1c3ccccc3OC[C@@H]1[C@H]2c1ccccc1 was read as Pf gamet viab -24.3.
Screening COc1cc(C(=S)N2CCN(C(c3ccccc3)c3ccccc3)CC2)cc(OC)c1O returned Pf gamet viab -16.3.
Screening CC[C@@](C)(NS(=O)(=O)OCC(Cl)(Cl)Cl)c1ccccc1 returned Pf gamet viab 3.5.
O=C(C1CC1)N1c2ccccc2Sc2ccccc21 was read as Pf gamet viab 6.9.
`Cc1ccc2nc(/C(C#N)=C/c3ccc(O)c(O)c3)[nH]c2c1` gave Pf gamet viab -6.3.

At a glance, 2 of the compounds above.
O=C(C1CC1)N1c2ccccc2Sc2ccccc21 was read as Pf gamet viab 6.9.
`Cc1ccc2nc(/C(C#N)=C/c3ccc(O)c(O)c3)[nH]c2c1` gave Pf gamet viab -6.3.
